D1 antagonist – blocks dopamine activation of the human D1 receptor | HEK293 TREx D1 cells, calcium flux, dopamine EC80; active compounds read low | activity change, negative = inhibition, % at 10 µM | AID 504652 | 3.2% of 360,000 active; in the data active = activity change below about -30%; note: % is set by controls: 0 for no effect and ±100 for the full control effect
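Cells carrying a force-coupled, tetracycline-inducible human D1 receptor report calcium flux. Each well gets a 10 s baseline, compound with 180 s monitoring, then an EC80 dopamine stimulus with a second 180 s kinetic read.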
LDHA inh – blocks human lactate dehydrogenase A; P00338; purified LDHA, NADH/diaphorase-resazurin fluorescence; active compounds read low; activity change, % (values are at about 110 or 230 µM); 0.15% of 480,000 active; in the data active = activity change below about -30%; inconclusive = mostly about -25% to -30%;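 note: plate controls were DMSO wells for no effect and wells without enzyme for full effect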
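Human LDH5 (2 nM) was incubated with 0.06 mM NADH and 0.2 mM pyruvate for 5 min at room temperature in Tris pH 7.4. Remaining NADH was coupled through diaphorase/resazurin, and resorufin fluorescence was read at 0 and 20 min.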
RXFP1 ag – RXFP1 (human) receptor agonism. Potency, µM (doses to about 57.5 µM), without a hit: at the top dose activation, most hits filed as activators. 0.3% of 370,000 active. HEK293T-RXFP1 cAMP TR-FRET, 30 min; response scale: percent of porcine relaxin response, buffer zero. AID 2676; note: potency is the fitted concentration of half-maximal effect; % is set by controls: 0 for no effect and ±100 for the full control effect; nearly all actives have a fitted effect of over 60% in size; many of its hits are not listed in these tables
Target sequence (Q9HBX9 whole entry, looked up): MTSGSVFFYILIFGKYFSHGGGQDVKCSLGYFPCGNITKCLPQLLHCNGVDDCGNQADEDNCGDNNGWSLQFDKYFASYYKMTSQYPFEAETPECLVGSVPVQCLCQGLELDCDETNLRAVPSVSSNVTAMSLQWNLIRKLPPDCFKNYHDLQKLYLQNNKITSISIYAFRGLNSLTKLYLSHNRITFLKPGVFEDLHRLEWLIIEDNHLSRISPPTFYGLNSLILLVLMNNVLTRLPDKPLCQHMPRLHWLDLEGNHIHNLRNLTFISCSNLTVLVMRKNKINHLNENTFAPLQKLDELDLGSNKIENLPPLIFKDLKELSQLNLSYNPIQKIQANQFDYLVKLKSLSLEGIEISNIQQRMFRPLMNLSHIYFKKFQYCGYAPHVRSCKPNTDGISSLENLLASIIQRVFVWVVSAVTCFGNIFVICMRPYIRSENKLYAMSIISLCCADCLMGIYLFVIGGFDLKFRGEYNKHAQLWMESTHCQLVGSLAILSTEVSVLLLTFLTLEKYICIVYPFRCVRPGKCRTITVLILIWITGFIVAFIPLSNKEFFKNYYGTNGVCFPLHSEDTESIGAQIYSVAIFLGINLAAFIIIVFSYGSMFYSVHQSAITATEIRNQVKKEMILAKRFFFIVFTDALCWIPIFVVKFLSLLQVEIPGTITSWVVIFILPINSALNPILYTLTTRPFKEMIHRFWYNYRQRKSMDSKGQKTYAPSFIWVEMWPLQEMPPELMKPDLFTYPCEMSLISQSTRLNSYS
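cAMP rise read by TR-FRET after 30 min, 37C compound exposure (up to 58 uM) in RXFP1-transfected HEK293 cells with Ro 20174 present. EC50 from Hill-equation fits, with 29 nM porcine relaxin as 100% and buffer as basal.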
Vif-APOBEC3F blk – Vif-A3F binding inhibition. HeLa A3F-eYFP + Vif (tagged APOBEC3F with the HIV-1 protein that degrades it), YFP fluorescence increase. Potency, µM (doses to about 46.1 µM), inactives show top-dose activity, negative = active. 0.2% of 390,000 active; note: potency is the fitted concentration of half-maximal effect; % of control where 0% means no effect; nearly all actives have a fitted effect of over 65% in size
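HeLa cells stably expressing A3F-eYFP plus Vif, plated and incubated overnight at 37 deg C, then exposed to compounds overnight at 37 deg C. Blocked degradation read as raised yellow fluorescence (Ex 488/Em 500-530).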
GRP78 ERSR act – induces the endoplasmic reticulum stress response in human glioma cells | U87-MG GRP78 promoter luciferase reporter, 16 h | Potency, µM, for inactives: at the top dose activation, usual class: activators | 0.02% of 420,000 active | AID 602332; note: potency is the fitted concentration of half-maximal effect; series mostly up to about 76 µM; % of control where 0% means no effect; nearly all actives have a fitted effect of over 35% in size
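ERSR induction read as luciferase luminescence (Bright-Glo, 10 min at room temperature) in stably transfected human U87-MG glioma cells exposed to compounds for 16 h, using GRP78 as sensor.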
D1 PAM – human D1 dopamine receptor positive modulation; P21728; HEK293 TREx D1 cells, calcium flux, dopamine EC20 potentiation; potentiation, % at 10 µM; 0.036% of 360,000 active; AID 504651; in the data active = potentiation above about 30%; note: 0% is about no effect
D1 ag – human D1 receptor agonism. P21728. HEK293 T-REx D1 cells, calcium flux, agonist mode. activation, % at 2 µM. 1% of 360,000 active. AID 504660; in the data active = activation above about 30%; note: 0% is about no effect
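Tetracycline-induced HEK293 TREx D1 cells, force-coupled to calcium signalling, were dye-loaded with a no-wash calcium kit. Compound was pin-added after a 10 s baseline. Fluorescence was read kinetically at 1 cycle/s for 180 s, with calcium rises flagged as agonism.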
Vif-A3G inh – inhibitors of Vif-APOBEC3G interaction; Potency, µM (titrated, usually from 46.1 µM), for the others: at the highest dose activity, negative = active, most hits filed as inhibitors; 0.076% of 410,000 active; HeLa A3G-eYFP + Vif (tagged APOBEC3G with the HIV-1 protein that degrades it), YFP fluorescence, overnight; Q9HC16;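 note: potency is the fitted concentration of half-maximal effect; % is set by controls: 0 for no effect and ±100 for the full control effect; nearly all actives have a fitted effect of over 60% in size; hits raise eYFP signal because A3G escapes Vif-driven loss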
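Read-out is eYFP fluorescence (Ex 488/Em 500-530) from Vif-expressing HeLa A3G-eYFP cells; more signal means A3G escaped Vif-mediated degradation. Cells plated overnight, compound pinned in, incubated overnight at 37 deg C.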
D2 potentiator – D2 dopamine receptor (human) potentiation; P14416; HEK293 T-REx D2, calcium flux, EC20 dopamine potentiation; potentiation, % at 10 µM; 0.34% of 340,000 active; AID 485347;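 active = potentiation over 3 SD above the plate norm, cut at about 30% in these data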; note: 0% is about no effect
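Primary screen. Calcium kinetics in induced HEK293 T-REx D2 cells: compound pre-addition 180 s, EC20 dopamine, 180 s more.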
* marks the source's active call; other numbers are inactive results; ? = inconclusive; · = not tested or not shown; & = joins results of further samples. Unless noted, calls come from the whole dose curve; as a rule, active = well fitted curve in the direction sought with a large enough effect; inconclusive = small, poorly fitted or top-dose-only effect, or another doubt; inactive = no such curve, though single readings can be large; an effect the other way counts as inactive or inconclusive. Only part of the results is shown; count on the stated rates, not on these rows.

Compound	D1 antagonist	LDHA inh	RXFP1 ag	Vif-APOBEC3F blk	GRP78 ERSR act	D1 PAM	D1 ag	Vif-A3G inh	D2 potentiator
COc1ccc(C(=O)/C=C/N(C)C)cc1	8	-17	-0.5%	-5%	6%	7	0	0%	6
CCCC(=O)Nc1ccc(-c2cn3cccnc3n2)cc1	-9	0	20%	2%	-6%	-3	2	0%	-4
O=C(CN1C(=O)c2ccccc2S1(=O)=O)c1ccc(Cl)cc1Cl	·	-4&1	·	9%	-13%	·	·	0%	·
COc1ccc(OC)c(N(CC(=O)N2CCC(C)CC2)S(=O)(=O)c2ccccc2)c1	3	-3	2.8%	1%	-2%	-2	2	2%	8
COc1ccc(Cl)cc1N(CC(=O)N/N=C/c1ccc(OC(C)C)cc1)S(=O)(=O)c1ccc(C)c([N+](=O)[O-])c1	1	-1	-1.2%	-1%	-3%	-9	4	0%	-4
CCn1ncc(/C=N/NS(=O)(=O)c2ccc(Cl)cc2)c1C	-26	-6	1.5%	2%	-5%	-4	5	0%	-10
Oc1ccc2ccccc2c1CNc1ccc(Br)cn1	1	4	-0.2%	-23%	4%	4	1	-8%	-2
COc1cccc(-c2nc(CS(=O)(=O)CC(=O)NCCN3CCOCC3)c(C)o2)c1	0	1	4.9%	-6%	-4%	5	5	-3%	1
Cc1cccc(-n2nc(C)c(C(=O)Nc3cc(C)ccc3C)c2-n2cccc2)c1	22	-1	1.2%	1%	-2%	6	3	3%	-3
O=C(Nc1cccc(S(=O)(=O)N2CCCCCC2)c1)c1ccc2ccccc2n1	2	-1	1.0%	17%	0%	1	5	4%	-1
CCOC(=O)c1sc(N2C(=O)c3oc4ccc(F)cc4c(=O)c3C2c2ccc(O)cc2)nc1C (stereo not drawn)	8	-2	-3.9%	4%	-3%	-1	1	1%	-6
CCCn1c(C(C)Nc2nc(C)cs2)nc2cc(Cl)c(Cl)cc21 (stereo not drawn)	12	3	-0.2%	?	-5%	6	1	-8%	4
O=C(COC(=O)CCC(=O)c1cccs1)NCc1ccc(Cl)cc1	-6	-4	-4.7%	-1%	-6%	-3	-1	2%	1
Cc1cc(C(=O)N2CCc3ccccc3C2)no1	4	-3	2.9%	3%	5%	-6	3	2%	2
O=S(=O)(Nc1ccccc1)c1cccc2nonc12	13	-3	5.6%	-3%	-1%	-1	4	0%	-5
O=C(O)c1cc(S(=O)(=O)N2CCCCC2)ccc1N1CCCC1	·	-2	·	-18%	-4%	·	·	-2%	·
O=C(Cn1c(=S)[nH]c2ncccc2c1=O)NCCc1ccccc1	1	·	0.6%	·	·	-3	1	·	-4
C#Cc1ccc([C@@H]2C=C(C(=O)NC3CC3)O[C@H](OCC)[C@H]2CCCO)cc1	-21	0	0.0%	-1%	-2%	-4	4	2%	-5
CCN(CC)S(=O)(=O)c1ccc2c(c1)N(CC(=O)N1CCCC1)C(=O)CO2	-7	1	18%	11%	-11%	-5	1	-5%	2
CCOc1ccc(/C=N/NC(=O)C2CC2)c(OCC)c1	-7	-1	-0.8%	-10%	1%	-3	1	-5%	0
C=CCn1c(SCCCC)nc(O)cc1=O	-15&-23	-4&1	3.2%&-0.9%	1%&-1%	-2%&-4%	4&-2	79*	-4%&1%	-12&-6
COc1ccc(-n2cnc(N)c2C(=O)c2cccc([N+](=O)[O-])c2)cc1	-1	-3	1.4%	0%	-2%	-4	1	-13%	-6
COc1ccc(CCCc2nnc(SCC(=O)NN)o2)cc1	36	-4	2.7%	6%	-5%	-10	0	-3%	6
O=C(Nc1ccc(Cl)cc1Cl)c1cc(S(=O)(=O)N2CCN(c3ccccc3F)CC2)ccc1F	-5	4	0.2%	-7%	-3%	0	0	8%	13
COc1ccc(C(=O)NCc2cn3cccc(C)c3n2)cc1OC	-8	1	0.0%	-6%	-3%	-7	0	-9%	-12

Full records, looked up by structure:
CCOc1ccc(/C=N/NC(=O)C2CC2)c(OCC)c1 in the list: D1 antagonist: -7; LDHA inh: -1; RXFP1 ag: -0.8%; Vif-APOBEC3F blk: -10%; GRP78 ERSR act: 1%; D1 PAM: -3; D1 ag: 1; Vif-A3G inh: -5%; D2 potentiator: 0
C=CCn1c(SCCCC)nc(O)cc1=O in the list: D1 antagonist: -15&-23; LDHA inh: -4&1; RXFP1 ag: 3.2%&-0.9%; Vif-APOBEC3F blk: 1%&-1%; GRP78 ERSR act: -2%&-4%; D1 PAM: 4&-2; D1 ag: 79*; Vif-A3G inh: -4%&1%; D2 potentiator: -12&-6

Remaining list, next part.
Compound	D1 antagonist	LDHA inh	RXFP1 ag	Vif-APOBEC3F blk	GRP78 ERSR act	D1 PAM	D1 ag	Vif-A3G inh	D2 potentiator
CCC(C(=O)OCC(=O)Nc1cccc(C(C)=O)c1)c1ccccc1 (stereo not drawn)	-11	-7	-2.1%	-14%	1%	-2	11	-9%	-8
Cc1cc(C)cc(NC(=O)Nc2ccc(NC(=O)c3ccccc3O)cc2)c1	-16	-4	3.4%	0%	6%	-7	3	-21%	-17
CC(C)(C)C(=O)COC(=O)c1ccc(O)cc1	-9	-9	0.0%	0%	5%	-2	2	2%	-4
O=C(CCNS(=O)(=O)c1ccc(Br)s1)NCc1ccccc1	2	-7	-1.0%	-2%	-3%	0	4	3%	13
COc1ccc(Oc2c(C(F)(F)F)oc3cc(OCC(=O)O)ccc3c2=O)cc1	-5	-4&-3	3.7%	7%	-9%	-5	1	0%	·
Cc1cc(Oc2ccc(-c3ccccc3)cc2)n2ncnc2n1	-29	4	1.3%	-10%	-10%	-9	4	-7%	-3
Cc1ccc(NC(=O)N[C@@H](CC(C)C)C(=O)O)c(C)c1	3	-2	6.2%	21%	-2%	-9	2	-7%	3
Cc1ccc(NC(=O)Cn2c(=O)oc3ccccc32)cc1C	-27&-20	-4&0	1.2%&1.8%	1%&-4%	-2%&-1%	-1&-7	2&7	2%&3%	-4&-4
O=C(O)c1ccccc1OC(=O)C12CC3CC(CC(C3)C1)C2	2	-8	-0.1%	15%	-3%	3	2	0%	2
Cc1ccc(NC(=O)c2cc(N3C(=O)CCC3=O)ccc2N2CCOCC2)cc1	9	1	-1.5%	16%	-1%	-5	0	2%	-2
COc1ccccc1NS(=O)(=O)c1cc(NC(=O)CCNC(C)=O)ccc1N1CCCCC1	-3	-8	-0.7%	-7%	1%	-3	1	0%	-5
O=C(CC1C(=O)NCCN1C/C=C/c1ccccc1)NCCc1ccncc1 (stereo not drawn)	1	-1	1.9%	-17%	2%	0	4	0%	-2
O=C(c1ccc2c3c(cccc13)CC2)C1CCCN(C(=O)c2cccnc2)C1 (stereo not drawn)	-4	2	1.8%	2%	0%	-1	3	-2%	1
Cc1oc(-c2ccc(Cl)cc2)nc1CS(=O)CC(=O)NC1CCCC1 (stereo not drawn)	2	-2	0.6%	-4%	-2%	3	2	4%	8
Cc1ccc(C(=O)NCc2cccnc2)o1	-3	-3	-0.9%	1%	-1%	-2	1	-4%	5
Cc1nc(C(C)NC(=O)c2cc(COc3ccc(F)c(F)c3)on2)cs1 (stereo not drawn)	3	-1	0.7%	-8%	0%	-1	17	-1%	4
O=C(CSc1nnc2scc(-c3ccccc3)n12)NCC1CCCO1 (stereo not drawn)	-11	-8	6.3%	2%	-3%	-2	-1	2%	1
Cc1ccc(-n2c(Cc3cccn3C)nnc2SCC(=O)N2CCN(c3ccccc3)CC2)cc1	14	-2	-0.2%	2%	-2%	0	0	-4%	0

Sorted by formula weight (descending): 10 of the compounds above
Compound	D1 antagonist	LDHA inh	RXFP1 ag	Vif-APOBEC3F blk	GRP78 ERSR act	D1 PAM	D1 ag	Vif-A3G inh	D2 potentiator
Cc1ccc(-n2c(Cc3cccn3C)nnc2SCC(=O)N2CCN(c3ccccc3)CC2)cc1	14	-2	-0.2%	2%	-2%	0	0	-4%	0
COc1ccc(Oc2c(C(F)(F)F)oc3cc(OCC(=O)O)ccc3c2=O)cc1	-5	-4&-3	3.7%	7%	-9%	-5	1	0%	·
Cc1ccc(NC(=O)c2cc(N3C(=O)CCC3=O)ccc2N2CCOCC2)cc1	9	1	-1.5%	16%	-1%	-5	0	2%	-2
Cc1oc(-c2ccc(Cl)cc2)nc1CS(=O)CC(=O)NC1CCCC1 (stereo not drawn)	2	-2	0.6%	-4%	-2%	3	2	4%	8
O=C(CSc1nnc2scc(-c3ccccc3)n12)NCC1CCCO1 (stereo not drawn)	-11	-8	6.3%	2%	-3%	-2	-1	2%	1
O=C(c1ccc2c3c(cccc13)CC2)C1CCCN(C(=O)c2cccnc2)C1 (stereo not drawn)	-4	2	1.8%	2%	0%	-1	3	-2%	1
CCC(C(=O)OCC(=O)Nc1cccc(C(C)=O)c1)c1ccccc1 (stereo not drawn)	-11	-7	-2.1%	-14%	1%	-2	11	-9%	-8
Cc1cc(Oc2ccc(-c3ccccc3)cc2)n2ncnc2n1	-29	4	1.3%	-10%	-10%	-9	4	-7%	-3
O=C(O)c1ccccc1OC(=O)C12CC3CC(CC(C3)C1)C2	2	-8	-0.1%	15%	-3%	3	2	0%	2
Cc1ccc(C(=O)NCc2cccnc2)o1	-3	-3	-0.9%	1%	-1%	-2	1	-4%	5
